ROC1-CUL1 inh: inhibitors of human ROC1-CUL1 ubiquitin ligase activity | 140,000 compounds, 0.6% hits | AID 1347404, 2020 | inhibition, % at 10 µM | E3 ubiquitin-protein ligase RBX1 (Homo sapiens) + Cullin-1 (Homo sapiens), P62877+Q13616 | in vitro K48 di-Ub FRET, acceptor:donor ratio, 45 min; in the data active means inhibition above about 25%
Target sequence (P62877 whole entry, looked up): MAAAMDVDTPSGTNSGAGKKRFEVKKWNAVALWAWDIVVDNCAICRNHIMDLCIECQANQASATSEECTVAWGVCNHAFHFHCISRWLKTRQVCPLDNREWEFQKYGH
Target sequence (Q13616 whole entry, looked up): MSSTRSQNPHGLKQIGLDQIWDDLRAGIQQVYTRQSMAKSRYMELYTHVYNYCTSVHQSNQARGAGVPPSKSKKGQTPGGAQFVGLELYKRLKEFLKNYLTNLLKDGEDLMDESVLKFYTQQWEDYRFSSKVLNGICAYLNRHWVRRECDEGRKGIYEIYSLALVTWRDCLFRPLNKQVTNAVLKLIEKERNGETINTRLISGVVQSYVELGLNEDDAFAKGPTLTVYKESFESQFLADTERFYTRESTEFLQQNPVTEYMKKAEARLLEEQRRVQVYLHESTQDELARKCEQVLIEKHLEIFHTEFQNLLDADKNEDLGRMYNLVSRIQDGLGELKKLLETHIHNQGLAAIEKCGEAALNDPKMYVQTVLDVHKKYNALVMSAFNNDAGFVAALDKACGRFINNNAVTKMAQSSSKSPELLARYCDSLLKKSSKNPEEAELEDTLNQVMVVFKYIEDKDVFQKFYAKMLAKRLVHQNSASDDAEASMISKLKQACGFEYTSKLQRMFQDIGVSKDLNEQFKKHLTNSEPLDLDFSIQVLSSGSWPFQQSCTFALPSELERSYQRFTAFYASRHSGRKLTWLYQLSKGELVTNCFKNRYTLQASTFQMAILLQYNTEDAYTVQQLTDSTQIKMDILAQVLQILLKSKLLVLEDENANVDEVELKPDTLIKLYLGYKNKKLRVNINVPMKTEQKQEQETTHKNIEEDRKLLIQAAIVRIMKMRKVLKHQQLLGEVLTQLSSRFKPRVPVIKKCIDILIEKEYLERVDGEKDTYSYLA
An asterisk follows results filed as active.

SMILES	ROC1-CUL1 inh
CCCN1C(=O)C(=O)c2cc(Br)ccc21	10.5
CCC1(C2CCN(Cc3cccc(OC)c3O)CC2)NC(=O)N(CCc2scnc2C)C1=O (stereo unspecified)	4.3
Cc1ccc(S(=O)(=O)c2nc(-c3cccc(Cl)c3)oc2N2CCOCC2)cc1	-10.3
Cc1ccc(NC(=O)c2ccc(CSc3ncnc4nc[nH]c34)cc2)c(C)c1	5.1
CC(=O)c1nc2ccccc2n1Cc1ccc(Cl)cc1	0.9
CCN=C1SC(CC(=O)Nc2ccc(C(C)=O)cc2)C(=O)N1CC (stereo unspecified)	4.3
O=C1NC(c2ccc([N+](=O)[O-])s2)Nc2c1sc1c2CCCC1 (stereo unspecified)	-9.1
COCc1noc(-c2ccc(N3CCC(c4ccccc4F)C3)nc2)n1 (stereo unspecified)	-11.3
CCC(CO)NS(=O)(=O)c1ccccc1 (stereo unspecified)	6.9
COc1ccccc1Oc1ncccc1CNCc1nc2ccccc2[nH]1	-0.5
O=C(OCCN1CCOCC1)c1cccnc1	-9.6
O=C(CC1(c2cccc(F)c2)CC(=O)N(C2CCCC2)C1=O)N1CCN(C2CCCC2)C(=O)C1 (stereo unspecified)	-3.0
CCOCCc1nn2c(=O)cc(COC(=O)C(CC)c3ccccc3)nc2s1 (stereo unspecified)	2.0
CCC(Cn1nnc2ccccc2c1=O)NC(=O)Nc1cc(OC)cc(OC)c1 (stereo unspecified)	4.1
Cc1nc2ccn(Cc3ccccc3)c(=O)c2cc1C(=O)NCc1ccccc1F	-9.2
COc1ccccc1CNC(=O)CCC(=O)N1CC(C)Sc2ccccc21 (stereo unspecified)	0.3
CN(C(=O)c1ccc(Br)o1)c1ccccc1	1.9
Cc1c(Br)c(C(F)(F)F)nn1CC(=O)O	4.2
Cc1c(Br)c(C(=O)N2CCN3CCCC3C2)nn1C (stereo unspecified)	4.3
CC(O)c1cn(C2CCN(S(=O)(=O)Cc3ccccc3)CC2)nn1 (stereo unspecified)	4.8
O=C(Nc1cccc2cccnc12)C(F)(F)F	2.6
Cc1nnc(-c2cccc(NC(=O)C3CCCCN3C(=O)CCc3cnccn3)c2)s1 (stereo unspecified)	-7.3
C=CCc1cccc(C=Nc2c(C)cc(C)cc2C)c1O	2.8
O=c1[nH]c(-c2cccc(Cl)c2Cl)nc2sc3c(c12)CCCCCC3	-11.6
CSc1ccc(NC(=O)c2sc3nc4c(cc3c2N)CCC4)cc1	-0.2
Cc1cccc(N2CCN(C(=O)NCc3ccc(Cl)cc3)CC2)c1	11.4
Cc1cc(NS(=O)(=O)c2ccc(NC(=O)COc3ccc(C)c(C)c3)cc2)nc(C)n1	1.9
c1ccc(CNc2ccc(CNc3ncn[nH]3)cc2)cc1	-0.6
O=C(NCCc1cn2ccccc2n1)C1CCC(=O)N(CCN2CCOCC2)C1 (stereo unspecified)	4.4
COc1ccccc1CNC(=O)CCCc1nnc2n(CC(C)C)c(=O)c3sccc3n12	-4.4
Cc1nnc(NC(=O)CSc2nccn2-c2cccc(Cl)c2)s1	3.4
COc1ccc(C)c2sc(NC(=O)c3ccc(S(=O)(=O)N(C)C)cc3)nc12	1.2
CCN(CC)c1ccc(-n2c(C)c(C(=O)O)c3cc(OC)c4ccccc4c32)cc1	-2.9
O=C(Cn1ccn(-c2ccc(F)cc2)c(=O)c1=O)Nc1ccc(F)cc1	-5.0
O=C(NC1CCCC1)c1ccc2c(c1)N(Cc1ccc(F)cc1)C(=O)c1ccccc1S2	-4.9
COc1ccc(C)cc1NC(=O)N(Cc1ccc(C)o1)C1CCN(C(C)=O)CC1	-1.2
Cc1ccsc1C(=O)N1CCC(N2CCC(C(=O)NCC3CCCO3)CC2)CC1 (stereo unspecified)	-1.4
O=C(/C=C/c1ccco1)CCN1CCOCC1	-3.4
Cc1ccc(Cn2c(=O)c3cccnc3n(Cc3ccc(F)cc3)c2=O)cc1	-0.4
CCCCNCCC(=O)Nc1sc2c(c1C(=O)OCC)CCCC2	-3.0
COc1ccc(CNC(=O)c2ccc(CNS(=O)(=O)c3ccc(F)cc3)cc2)cc1	1.9
CCOc1ccc(NCc2cccn2-c2nnc(N3CCC(C(=O)NCC(C)c4ccccc4)CC3)s2)cc1 (stereo unspecified)	-6.7
CC(C)COc1nc(-c2ccccc2)cc(-c2ccccc2)c1C#N	4.3
Nc1cccc(C2OCCCO2)c1	-8.2
COc1ccc(-n2c(C)nnc2SCC(=O)NNC(=O)c2ccc(Br)cc2)cc1	-0.1
Cc1ccccc1NC(=O)CSc1nnc(COc2ccc(Cl)cc2)o1	2.5
CCOc1ccc(N2CC(NC(=O)c3ccco3)CC2=O)cc1 (stereo unspecified)	0.1
OCCNCc1cc(Cl)ccc1OCc1ccc(Cl)cc1	7.2
CCC(C(=O)NCc1ccccc1Cl)n1nc(C)c2sc3ccccc3c2c1=O (stereo unspecified)	-6.1
Cc1ccc(C(C)C)c(Oc2cc(NC(=O)c3cnn4c3NC(c3cccs3)CC4C(F)(F)F)cc([N+](=O)[O-])c2)c1 (stereo unspecified)	1.4

Of the compounds above, these have an aryl methoxy group.
SMILES	ROC1-CUL1 inh
CCC1(C2CCN(Cc3cccc(OC)c3O)CC2)NC(=O)N(CCc2scnc2C)C1=O (stereo unspecified)	4.3
COc1ccccc1Oc1ncccc1CNCc1nc2ccccc2[nH]1	-0.5
CCC(Cn1nnc2ccccc2c1=O)NC(=O)Nc1cc(OC)cc(OC)c1 (stereo unspecified)	4.1
COc1ccccc1CNC(=O)CCC(=O)N1CC(C)Sc2ccccc21 (stereo unspecified)	0.3
COc1ccccc1CNC(=O)CCCc1nnc2n(CC(C)C)c(=O)c3sccc3n12	-4.4
COc1ccc(C)c2sc(NC(=O)c3ccc(S(=O)(=O)N(C)C)cc3)nc12	1.2
CCN(CC)c1ccc(-n2c(C)c(C(=O)O)c3cc(OC)c4ccccc4c32)cc1	-2.9
COc1ccc(C)cc1NC(=O)N(Cc1ccc(C)o1)C1CCN(C(C)=O)CC1	-1.2
COc1ccc(CNC(=O)c2ccc(CNS(=O)(=O)c3ccc(F)cc3)cc2)cc1	1.9
COc1ccc(-n2c(C)nnc2SCC(=O)NNC(=O)c2ccc(Br)cc2)cc1	-0.1

(listing goes on)
SMILES	ROC1-CUL1 inh
COC(=O)c1nn(-c2ccccc2)c2nc(-c3ccccc3)cc(=O)n12	7.7
CCc1cccc(NC(=O)Cn2c(=O)n(-c3cccc(Cl)c3)c(=O)c3c2c2cc(C)ccc2n3C)c1	-7.6
CCOC(=O)c1c(N=CC2C(=O)NC(=S)N(c3ccc(F)cc3)C2=O)sc2c1CCCC2 (stereo unspecified)	8.8
CCCOc1ccc(CN(C(=O)c2nc(SC(C)C)ncc2Cl)C2CCS(=O)(=O)C2)cc1 (stereo unspecified)	-0.5
O=[N+]([O-])c1cccc(C2Nc3c(ccc(Cl)c3Cl)C3C=CCC32)c1 (stereo unspecified)	1.8
COCCNC(=O)c1ccc(S(=O)(=O)N2CCOCC2)cc1	-5.7
COc1ccc(-n2nnnc2-c2cnc3ccc(Cl)cc3c2-c2ccccc2)cc1	-9.0
Cc1ccccc1CNC(=O)C1CCN(c2nnc(C)c3c(C)n(-c4ccccc4)nc23)CC1	-8.4
N#CC1C(=N)Oc2n[nH]c(C34CC5CC(CC(C5)C3)C4)c2C1c1ccc(Br)cc1 (stereo unspecified)	9.2
O=C(NN1C(=O)C2CCCCC2C1=O)c1ccco1 (stereo unspecified)	3.5
Cc1ccc(C)c(N2CCN(C(=O)c3cc4c(=O)n(Cc5ccco5)ccc4nc3C)CC2)c1	1.8
COc1ccc(S(=O)(=O)N2CCSC2c2ccc(C)cc2)cc1 (stereo unspecified)	-5.3
Cc1ccc(NC(=O)c2sc3nc(-c4ccccc4)cc(-c4ccccc4)c3c2N)cc1C	3.3
COc1ccc(/C=C2/C(=O)NN(c3ccccc3)C2=O)cc1OCc1c(F)cccc1Cl	4.6
Cc1cccc(NC(c2cccc(OCc3ccccc3)c2)c2ccc3ccc(C)nc3c2O)n1 (stereo unspecified)	-7.5
CN(Cc1ccccn1)Cc1cnc(S(=O)(=O)CC2CC2)n1CC1CCCO1 (stereo unspecified)	-1.8
Cc1ccc(N=CC2N=C(c3ccco3)OC2=O)cc1 (stereo unspecified)	-3.9
COc1cc(NC(=O)Cn2cnc3sc(C)c(S(=O)(=O)N4CCC(C)CC4)c3c2=O)cc(OC)c1OC	8.9
Cc1cn2c(=O)cc(COC(=O)c3cccc(NC(=O)COc4ccccc4)c3)nc2s1	-4.3
C/C(=N\NC(=O)c1sc2cc(F)ccc2c1Cl)c1cccc(NC(=O)C2CCCC2)c1	-9.9
COC(=O)CCC(=O)N1CCCC(CCc2ccc(OC)cc2)C1 (stereo unspecified)	-5.3
COc1ccccc1C1C(C(=O)c2ccc(Cl)cc2)C(=O)C(=O)N1CCOCCO (stereo unspecified)	8.6
O=C(NCc1cccc(Cl)c1)c1c2c(nc3ccccc13)C(=O)N(C1CCCCC1)C2	4.3
CC(C)CC(NS(=O)(=O)c1ccc2c(c1)oc(=O)n2C)C(=O)NCCc1ccc(Cl)cc1 (stereo unspecified)	-2.2
CN1C(=O)C2(c3ccccc31)N(c1ccc(Br)cc1)C(=O)CS2(=O)=O (stereo unspecified)	1.2
Cc1cc(C)c(S(=O)(=O)Nc2ccc3oc4c(c3c2)CCCC4)cc1C	1.4
Cc1sc2nc(-c3ccc(N(C)C)c(Br)c3)[nH]c(=O)c2c1C	4.2
Cc1nn(C(=O)c2cccc([N+](=O)[O-])c2C)c(C)c1S(=O)(=O)N1CCOCC1	1.3
CCOc1ccc(NC(=O)C(=O)NCCc2csc(-c3ccc(C)cc3)n2)cc1	0.9
CCCn1cc(CN2CCOC(CCc3ccccc3)C2)c(C)n1 (stereo unspecified)	6.4
Cc1ccc(N2CC(C(=O)n3nc(C)cc3C)CC2=O)cc1 (stereo unspecified)	-3.1
Cc1nnc2sc(-c3ccc(NCc4ccc(F)cc4)cc3)nn12	-6.2
Cc1ccc2[nH]c3c(=O)n(CC(=O)NCCc4ccc(Cl)cc4)ncc3c2c1	7.7
CCOC(=O)c1ccc(NC(=O)C2CCN(C(=O)c3ccc(F)cc3)CC2)cc1	2.9
Cc1ccc(NC(=O)C2CC(=O)NC(N3CCCCC3)=N2)cc1Cl (stereo unspecified)	2.6
Nc1sc(/C=C/C(=O)c2cccnc2)c2c1c(=O)oc1ccccc12	-4.1
CCOc1ccc(-n2c(C)nc3cc(C(=O)NCCC4=CCCCC4)ccc32)cc1	10.0
C=CCn1c(SCc2ccc3c(c2)OCO3)nc2scc(-c3ccc(OC)cc3)c2c1=O	-5.8
CCCC(=O)Nc1ccc(C)cc1C	-3.6
CC(=O)c1ccc(NC(=O)CCc2c(C)nn(-c3ccc4nncn4n3)c2C)cc1	4.8

Looked up by structure from the list above (two):
SMILES	ROC1-CUL1 inh
Cc1cc(NS(=O)(=O)c2ccc(NC(=O)COc3ccc(C)c(C)c3)cc2)nc(C)n1	1.9
CN1C(=O)C2(c3ccccc31)N(c1ccc(Br)cc1)C(=O)CS2(=O)=O (stereo unspecified)	1.2

Additional compounds.
SMILES	ROC1-CUL1 inh
Cc1ccc(COCC(O)CN2CCCCC2)cc1 (stereo unspecified)	-1.1
CCCCCCn1cc(C(C)=O)c(=O)[nH]c1=O	0.4
COc1ccc(CNS(=O)(=O)Cc2ccc(F)cc2)cc1	1.3
CC(C)Cc1n[nH]c2c1CN(C(=O)c1coc(CN3CCOCC3)c1)CC2	1.9
COc1ccc(-n2c(-c3ccccc3)cc3c2CC(C)(C)CC3=O)cc1	-5.0
Cc1cccc(-c2cccc(C(=O)N3CCc4c(cnc(C)c4CNC(=O)C4CCCO4)C3)c2)c1 (stereo unspecified)	14.1
COc1ccc(C(C)NC(=O)c2ccc(F)cc2)cc1OC (stereo unspecified)	5.8
Cc1ccc(-n2c(=O)c3c(cnn3C)n(CC(=O)Nc3cccc(C)c3)c2=O)cc1	-8.7
Nc1nonc1-n1nnc(CNC2CCCCC2)c1CNC1CCCCC1	3.8
CCc1cccc(NC(=O)C(Cc2ccccc2)n2cccc2)c1 (stereo unspecified)	-10.4
O=C(c1cnccn1)N1CCCC(CCc2c(F)cccc2F)C1 (stereo unspecified)	-2.8
CCN1C(=S)c2ccccc2C(=C2SC(C(=O)OC)=C(C(=O)OC)S2)C1(C)C	-2.5
C=C(C)COc1ccc(C(=O)NC(C)CC)cc1 (stereo unspecified)	7.3
CCC1CN(c2ccc(-c3nc(-c4ccc(OC)cc4)no3)cn2)CCN1C (stereo unspecified)	-8.2
Cn1c(=O)c2c(ncn2CC(=O)NCc2ccc(S(N)(=O)=O)cc2)n(C)c1=O	8.7
COc1ccc(-n2c(-c3ccc(NS(=O)(=O)c4ccc(C)cc4)cc3)n[nH]c2=S)cc1	6.6
Cn1c(=O)c2c(SCC(=O)N3CCc4ccccc43)nc(-c3ccccc3Cl)nc2n(C)c1=O	14.4
CN1C(=S)C(c2ccccc2)(c2ccccc2)c2ccccc21	3.4
CCOC(=O)c1c(NC(=O)c2ccc(C)cc2)sc2c1CCCCC2	-1.0
FC(F)(F)c1cccc(-c2ccc(/C=N/n3c(-c4ccccc4)n[nH]c3=S)o2)c1	0.4

Reformatted: results already given
structure: CCC(CO)NS(=O)(=O)c1ccccc1 (stereo unspecified)
  ROC1-CUL1 inh = 6.9

structure: COc1ccccc1C1C(C(=O)c2ccc(Cl)cc2)C(=O)C(=O)N1CCOCCO (stereo unspecified)
  ROC1-CUL1 inh = 8.6

structure: CCOCCc1nn2c(=O)cc(COC(=O)C(CC)c3ccccc3)nc2s1 (stereo unspecified)
  ROC1-CUL1 inh = 2.0

structure: CSc1ccc(NC(=O)c2sc3nc4c(cc3c2N)CCC4)cc1
  ROC1-CUL1 inh = -0.2

Following part:
SMILES	ROC1-CUL1 inh
CS(=O)(=O)N(CC(O)Cn1c2ccccc2c2ccccc21)c1ccc(Cl)cc1 (stereo unspecified)	-0.9
O=C(/C=C/c1ccco1)Nc1ccc2oc(-c3ccccc3Br)nc2c1	-2.3
O=C(c1ccc2c(c1)OCO2)N1CCN(Cc2cccc(F)c2)CC1	-2.6
Cc1ccc(-n2ncc(SCc3ccccc3)c(Cl)c2=O)cc1	-6.0
Nc1nc(NCc2ccc(F)cc2)nn1-c1ccccc1	-5.0
COc1cccc(-c2cn3c(n2)sc2cc(C(=O)NCCc4ccc(OC)c(OC)c4)ccc23)c1	-6.1
CC(=O)c1cc2c(cc1NC(=O)c1ccc3c(c1)OCO3)OCO2	1.9

Bioassay records as filed in PubChem.

The list is partial; count on the stated rates, not on these rows.
